Source: PubChem
KB-V1 cytotox = KB-V1 MDR subline cytotoxicity. KB-V1 MDR cells viability, CellTiter-Glo, 72 h. Potency, µM (highest dose often 46.1 µM), for inactives: at the top dose activity change, negative = cytotoxicity, usual class: cytotoxic. hit rate 3.4% among 400,000. AID 1347076; note: potency is the fitted concentration of half-maximal effect; % is set by controls: 0 for no effect and ±100 for the full control effect; nearly all actives have a fitted effect of over 60% in size
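Potencies derive from concentration-effect curves fitted to normalized luminescence (CellTiter-Glo) of KB-V1 cells treated for 72 h at 37 degrees C in phenol-red-free DMEM containing 10% FBS.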
D3 ag = activates the human D3 dopamine receptor | P35462 | D3R DiscoveRx beta-arrestin cells, luminescence, 90 min | max activation, % | hit rate 0.58% among 410,000 | AID 652048; in the data active = max activation above about 30%; note: 0% is about no effect; mostly tested at two doses, the higher about 12 µM
Target sequence (P35462 whole entry, looked up): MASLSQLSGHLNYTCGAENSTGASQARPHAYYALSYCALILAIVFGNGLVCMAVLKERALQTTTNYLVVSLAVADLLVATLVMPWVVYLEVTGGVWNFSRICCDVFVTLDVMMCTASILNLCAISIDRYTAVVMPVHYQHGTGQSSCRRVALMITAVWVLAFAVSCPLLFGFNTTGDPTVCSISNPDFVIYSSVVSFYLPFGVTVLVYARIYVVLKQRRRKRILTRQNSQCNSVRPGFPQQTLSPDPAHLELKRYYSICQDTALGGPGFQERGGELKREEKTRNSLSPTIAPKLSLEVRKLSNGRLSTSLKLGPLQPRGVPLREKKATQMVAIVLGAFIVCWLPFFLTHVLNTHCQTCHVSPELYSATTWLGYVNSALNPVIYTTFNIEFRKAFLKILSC
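Agonist mode: compounds and dopamine controls were applied to plated cells for 90 min at 37 degrees C after an overnight attachment at 1500 cells/well. Luminescent read-out followed 30 - 60 minutes at room temperature with DiscoveRx detection reagent.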
HT1080 IDH1KD tx = kills HT-1080 cells with IDH1 knockdown; HT-1080 IDH1 knockdown viability, ATP luminescence, 48 h; Potency, µM (titrated, usually from 46.1 µM), for inactives: at the top dose activity, negative = toxicity, usual class: cytotoxic; hit rate 2% among 360,000; AID 686971;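 note: potency is the fitted concentration of half-maximal effect; 0% = DMSO wells and -100% = cell-free medium wells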
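Viability of IDH1-knockdown HT-1080 fibrosarcoma cells was assessed by CellTiter-Glo after 48 h at 37 °C with titrated compound; concentration-effect curves were classified by fit quality and response size.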
D3 antag = antagonists of human D3 dopamine receptor; max response, negative = inhibition, %; hit rate 2.5% among 360,000; D3R cells, DiscoveRx beta-arrestin luminescence, antagonist mode; stronger effect = lower value; AID 652054; in the data active = max response below about -50%; inconclusive = no clear call, values can overlap the other calls; note: % is set by controls: 0 for no effect and ±100 for the full control effect; mostly tested at two doses, the higher about 12 µM
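Cells expressing the human receptor were seeded at 1500 cells/well, incubated overnight at 37 degrees C in 5% CO2, then exposed to library compounds with dopamine controls for 90 minutes at 37 degrees C before luminescent detection.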
KB-3-1 cytotox = kills parental KB-3-1 adenocarcinoma cells. Potency, µM (doses to about 46.1 µM), inactives show at the top dose activity change, negative = cytotoxic, usual class: cytotoxic. KB-3-1 viability, CellTiter-Glo ATP luminescence, 72 h. hit rate 1.4% among 400,000; note: potency is the fitted concentration of half-maximal effect; % is set by controls: 0 for no effect and ±100 for the full control effect; nearly all actives have a fitted effect of over 60% in size
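Cytotoxicity measured as CellTiter-Glo luminescence after 72 h at 37 C. Compound titrations were pinned onto drug-naive KB-3-1 parental adenocarcinoma cells grown in DMEM with 10% FBS, and normalized data fitted to concentration-response curves.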
SW480 rereplic = inducers of DNA re-replication in SW480 colon cancer cells. SW480 DNA re-replication, Hoechst DNA content imaging, 48 h. Potency, µM (top dose mostly 46.1 µM), for inactives: at the top dose re-replication activation, usual class: activators. hit rate 1.8% among 340,000; note: potency is the fitted concentration of half-maximal effect; % of control where 0% means no effect; nearly all actives have a fitted effect of over 55% in size
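250 cells/well; 23 nL cpd via pin tool; 48 hr, 37 C, 5% CO2; Hoechst 40 min; imager read of total nuclear intensity, ex 405/em 500-530 nm.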
IL-1B inflam inh = inhibitors of inflammasome signaling (IL-1 beta secretion). hit rate 4.7% among 360,000. AID 743279. THP-1 LPS/ATP IL-1B secretion, AlphaLISA, 16 h; stronger effect = lower value. activity change, % at 57.5 µM; in the data active = activity change below about -50%; inconclusive = mostly about -30% to -49%; note: % is set by controls: 0 for no effect and ±100 for the full control effect
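THP-1 cells pretreated 1 hr with compounds (up to 57.5 uM final), then stimulated with LPS (250 ng/mL final) plus ATP (1.25 mM final); secreted IL-1B measured by AlphaLISA after 16 hr, decreased signal indicating inhibition.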
GLP1R ag = GLP-1 receptor (human) agonism; P43220; HEK293 GLP-1R CRE-luciferase, luminescence, 4-6 h; cells express a hypersensitive GLP-1R form; Potency, µM (highest dose often 45.6 µM), without a hit: at the top dose activation, most hits filed as activators; hit rate 0.007% among 380,000; AID 624172; note: potency is the fitted concentration of half-maximal effect; % of control where 0% means no effect
Target sequence (P43220 whole entry, looked up): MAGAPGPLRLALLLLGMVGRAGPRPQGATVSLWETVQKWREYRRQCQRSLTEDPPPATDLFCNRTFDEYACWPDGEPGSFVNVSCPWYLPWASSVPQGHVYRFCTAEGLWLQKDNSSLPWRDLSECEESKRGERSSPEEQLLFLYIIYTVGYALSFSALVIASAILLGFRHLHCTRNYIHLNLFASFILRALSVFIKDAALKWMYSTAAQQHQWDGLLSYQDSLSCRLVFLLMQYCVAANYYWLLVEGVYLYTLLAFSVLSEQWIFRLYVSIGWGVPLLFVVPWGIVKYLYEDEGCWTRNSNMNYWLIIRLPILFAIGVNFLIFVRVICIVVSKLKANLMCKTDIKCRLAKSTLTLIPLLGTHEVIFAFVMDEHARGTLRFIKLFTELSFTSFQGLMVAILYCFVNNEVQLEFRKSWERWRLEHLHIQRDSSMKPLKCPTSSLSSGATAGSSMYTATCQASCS
HT1080-NT tox = kills 2HG-producing HT-1080-NT fibrosarcoma cells; Potency, µM (highest dose often 46.1 µM), for the others: top-dose activity, negative = less viability, usual class: cytotoxic; hit rate 1.6% among 360,000; HT-1080-NT fibrosarcoma viability, CellTiter-Glo ATP luminescence, 48 h; AID 686970;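 note: NT is the 2HG producing partner of a matched IDH1 knockdown line; potency is the fitted concentration of half-maximal effect; 0% = DMSO-treated cells and -100% = media-only wells without cells; nearly all actives have a fitted effect of over 55% in size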
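Toxicity toward the 2HG-producing NT line was scored as %Activity, normalised to DMSO and no-cell wells, from CellTiter-Glo luminescence after 48 hours' treatment.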
An asterisk follows results filed as active; i = inactive; ? = inconclusive; . = no result given; & = joins results of further samples; ! = not confirmed by another sample; [ ] = dose if it differs, or a comment. Unless noted, calls come from the whole dose curve; as a rule, active = well fitted curve in the direction sought with a large enough effect; inconclusive = small, poorly fitted or top-dose-only effect, or another doubt; inactive = no such curve, though single readings can be large; an effect the other way counts as inactive or inconclusive. No enrichment for hits; any-hit rate near 12%.

Every second line gives: HT1080-NT tox	IL-1B inflam inh	D3 ag	KB-3-1 cytotox	GLP1R ag	KB-V1 cytotox	D3 antag	HT1080 IDH1KD tx	SW480 rereplic
CN(C)CC1CC/C(=C\c2ccc(O)cc2)C1=O (centres undefined)
→ ?	-113*	-14	?	-5%	?	-61*	5.2µM*	10µM*
O=C(NC(Cc1c[nH]c2ccccc12)C(=O)O)/C(=C\c1ccccc1)NC(=O)c1ccccc1 (centres undefined)
→ -1%	18	2	?	-3%	?	2	-8%	-6%
O=C(Nc1ccc(Cl)c(Cl)c1)Nc1nnc(CSc2ccccc2)s1
→ -4%	?	3	?	2%	15µM*	0	-1%	?
C/C(=N\N1CCCCC1)c1ccccc1O
→ 8%	4	1	2%	1%	3%	16	0%	-17%
CC1CCc2sc(C(=O)NN=C3CCCC3)cc2C1 (centres undefined)
→ 5%	-3	-4	?	-6%	0%	9	-12%	.
Cc1cc(C)c2c(C)nn(C3CCCCC3)c2n1
→ -3%[9.24 µM]	8	27	6%	3%	26%	17	1%	-7%
Cc1cc(C)c(OCCOCCN2CCN(C)CC2)c(Cl)c1
→ -1%	1	-8	8%	0%	-16%	?	3%	-34%
CCCCn1c(N)c(N(CCOC)C(=O)c2cccc(S(=O)(=O)N(CC)c3ccccc3)c2)c(=O)[nH]c1=O
→ -3%	14	1	8%	0%	-11%	16	-2%	-5%
CC1(C)CC(N2CCN(C(c3ccccc3)c3ccccc3)CC2)=CC(=[N+]2CCCCC2)C1
→ 2.1µM*	-71*	-6	0.52µM*	-4%	?	5	2.6µM*	7%
O=C(Cc1cccc2ccccc12)N/N=C/C=C/c1cccc([N+](=O)[O-])c1
→ 4%	?	-17	3%	-7%	?	-27	-3%	-5%
CCCCC1CCc2[nH]nc(C(=O)O)c2C1 (centres undefined)
→ -2%	16	3	3%	-2%	3%	6	1%	?
CCOc1cccc(C(=O)Nc2ccc(N3CCN(S(C)(=O)=O)CC3)cc2)c1
→ -1%	-8	-9	-6%	-5%	16%	8	3%	7%
CN(CC(=O)Nc1ccc(F)cc1)C(=O)COC(=O)CNC(=O)c1sc2ccccc2c1Cl
→ -1%	6	5	0%	-3%	1%	31	-2%	-6%
C[C@H](CO)N1C[C@H](C)[C@@H](CN(C)Cc2cccc(F)c2)Oc2cc(-c3cccc(C#N)c3)ccc2S1(=O)=O
→ -13%	?	1	-9%	18%	-20%	-7	-2%	.
Cc1cc([N+](=O)[O-])cnc1N1CCOCC1
→ -1%	?	0	-6%	11%	3%	9	-2%	49%
OC(COCc1ccco1)CN1CCN(c2ccccc2)CC1 (centres undefined)
→ 0%	24	17	5%	1%	?	?	7%	1%
CN(C(=O)CS(=O)(=O)c1cn(CC(=O)N2CCCCC2)c2ccccc12)c1ccccc1
→ -4%	i	-2	17%	-1%	1%	-5	2%	-27%
O=C(Cc1c(O)c2ccccc2[nH]c1=O)NCc1ccccc1F
→ 0%	-2	0	6%	-2%	3%	?	10%	4%
Cc1ccc(C)c(N(CC(=O)NN=C2CCCCCCC2)S(C)(=O)=O)c1
→ 7%	-2	1	9%	-3%	?	-16	8%	1%
COc1ccc(N2CCN(C(=O)CSc3nnc(-c4ccc5[nH]c(C)c(C)c5c4)o3)CC2)cc1
→ 0%	-10	-8	0%	7%	13%	15	15%	-3%
CC(C)(C)C(=O)Nc1ncc(C(F)(F)F)cc1Cl
→ 1%	-12	3	4%	-10%	2%	54	9%	-9%
C[C@@H](CSc1ccccc1)CN1CC[C@H](C(C)(C)C)CCC1=O
→ 0%	-11	0	?	8%	18µM*!	1	17%	-6%
C[C@H]1[C@@H](Cc2cc(Cl)cc(Cl)c2)N(c2ccccc2)c2ccccc2CN1Cc1ccccc1
→ -21%	-1	2	?	.	-38%	15	-12%	.
CCC(C)(C)n1nnnc1C(C(C)C)N(Cc1ccco1)Cc1cc2cc3c(cc2[nH]c1=O)OCO3 (centres undefined)
→ -2%	?	-7	?	17%	15µM*	-8	-28%	?
CN(C)S(=O)(=O)c1ccc(Cl)c(C(=O)NC2=NCCS2)c1
→ 6%	15	6	7%	0%	0%	1	1%	-7%
Cc1cc(C)c(NC(=O)CS(=O)CC(=O)NCC2CCCO2)c(C)c1 (centres undefined)
→ 7%	25	5	5%	-12%	0%	14	-9%	-3%
CC(C)c1ccc(NC(=O)Cn2nnc(C(=O)NCc3ccc4c(c3)OCO4)c2N)cc1
→ -1%	25	3&5	18%	0%	?	23	-2%	-3%
CCCC(=O)Nc1ccc(C(=O)N2CCCC2)cc1
→ 9%	0	-6	-2%	-12%	0%	-19	10%	-11%
COc1ccc(N2CCN(C(=O)c3c(-c4c(F)cccc4Cl)noc3C)CC2)cc1
→ 1%	0	13	6%	1%	25%	-6	4%	11%
COc1ccccc1CCN=C(N)NS(=O)(=O)c1ccc(C)cc1
→ 5%	-6	0	2%	7%	15%	10	2%	-107%[inhibitor]
CCc1nnc(NS(=O)(=O)c2ccc(NC(=O)c3ccccc3O)cc2)s1
→ 2%	24	10	-8%	1%	23%	10	4%	-4%
CCC(CC)c1nnc(NC(=O)C2COc3ccccc3O2)s1 (centres undefined)
→ 15%	-5	-6	1%	-11%	-9%	9	15%	-2%
O=C(OCc1cc(=O)n2cc(Br)ccc2n1)C1COc2ccccc2O1 (centres undefined)
→ 2%	17	-2	3%	-1%	-9%	-18	10%	3%
O=C1COc2ccc(C(=O)CSc3nnc(Cc4cccs4)n3-c3ccc(Cl)cc3)cc2N1
→ 9%[9.24 µM]	0	6	?	1%	?	17	?	-5%
CCOC(=O)c1sc(Nc2ccc(Br)cc2)nc1C
→ ?	-6	12	3%	14%	-23%	-5	?	-4%
COC(=O)c1ccc(CNC(=O)COc2ccccc2Br)o1
→ 0%	21	-7	-2%	0%	6%	?	2%	-6%
COc1ccc(-n2cnnc2SCC(=O)NC2CCCCC2)cc1
→ -7%	-9	-4	-5%	3%	23µM*	26	-10%	3%
C/C(=N\Nc1ccc(C(F)(F)F)cn1)c1ccncc1
→ -5%	-15	3	6%	5%	?	?	1%	-2%
Cc1cc(C)cc(CC(=O)N2CCC2(C)C(=O)NS(=O)(=O)c2ccccc2)c1 (centres undefined)
→ ?	-2	-5	0%	0%	5%	0	22%	.
CC1(C)CC(=O)C(C=NC(CCC(N)=O)C(=O)O)=C(O)C1 (centres undefined)
→ 14%	21	-4	0%	-5%	7%	0	1%	-2%
Cc1cn([C@H]2C[C@H](O)[C@@H](CCC(=O)NCc3cccc4ccccc34)O2)c(=O)[nH]c1=O
→ 11%	-6	0	0%	1%	0%	14	14%	.
O=c1nc(-c2ccccc2)cc(C(F)(F)F)[nH]1
→ -3%	41	4	6%	-6%	20%	-7	6%	0%
Cc1nc2ccc(S(=O)(=O)Nc3ccccc3C)cc2s1
→ ?	12	-13	?	21%	18µM*	10	?	?
CCOc1ccc(CNC(=O)C(=O)c2cn(CC(=O)N3CCOCC3)c3ccccc23)cc1OC
→ 5%	i	6	12%	-7%	-15%	20	-4%	-2%
COc1ccc(OC)c(/C=C2\SC(=S)N(N3CCOCC3)C2=O)c1
→ 0%	-7	-8	?	6%	?	-5	3%	-5%
C[C@@H](c1ccccc1)N1C[C@@H](COCc2ccccc2)Oc2cc(N3CC[C@H](O)C3)ccc2S1(=O)=O
→ ?	17	-7	-10%	1%	?	7	?	.
CC1Sc2ccc(S(=O)(=O)N3CCC(C(=O)N(C)Cc4ccco4)CC3)cc2NC1=O (centres undefined)
→ -23%	-12	-4	0%	2%	-15%	17	-20%	-3%
CN(CCOc1ccc(Br)cc1)CC(=O)Nc1cccc(S(=O)(=O)NC2=NCCC2)c1
→ -18%	-10	10	?	9%	8%	3	-4%	-35%[inhibitor]
COc1ccccc1N(CC(=O)NC(C)(C)C)C(=O)C1CSC(=O)C1 (centres undefined)
→ 15%	47	3	-2%	1%	-19%	6	14%	0%
COc1cc(/C=C2\C(=N)N3N=CSC3=NC2=O)ccc1OS(=O)(=O)c1ccccc1[N+](=O)[O-]
→ 1%	i	0	0%	-4%	-2%	9	12%	16%
CN(C)c1ccc(S(=O)(=O)N2CCCCC2)cc1NC(=O)CCNC(=O)c1ccco1
→ -2%	-4	-2	-1%	1%	13%	-15	-6%	-10%
O=C(COc1ccc2ccc(=O)oc2c1)NC1CCN(Cc2ccccc2)CC1
→ -5%	0	-14	-5%	7%	-17%	-26	-6%	20%
COc1ccc(Nc2nc3cc(-c4ccsc4)sc3c(=O)n2C)cc1OC
→ -21%	14	3	-20%	13%	13%	27	-20%	.
Cc1cccc(N2C(=O)c3cccc4c(N)ccc(c34)C2=O)c1
→ -3%	-58*	7	13%	18%	10%	6	-3%	8.2µM*
Cc1sc2nc(SCC(=O)NCc3cccs3)[nH]c(=O)c2c1C
→ 0%	40	4	-4%	-2%	4%	25	-7%	9%
CCn1c(=O)c2c(nc3n2CCCN3Cc2ccccc2)n(C)c1=O
→ 2%	-12	-6	1%	-1%	-4%	6	0%	11%
CC[C@@H](C)[C@H](CNC)NC[C@@H](Cc1cccc2ccccc12)NCCc1cccc(C(F)(F)F)c1
→ ?	-24	-11	?	-7%	?	-7	?	?

2 entries from above in another layout.
compound,HT1080-NT tox,IL-1B inflam inh,D3 ag,KB-3-1 cytotox,GLP1R ag,KB-V1 cytotox,D3 antag,HT1080 IDH1KD tx,SW480 rereplic
C[C@@H](c1ccccc1)N1C[C@@H](COCc2ccccc2)Oc2cc(N3CC[C@H](O)C3)ccc2S1(=O)=O,?,17,-7,-10%,1%,?,7,?,.
CC1Sc2ccc(S(=O)(=O)N3CCC(C(=O)N(C)Cc4ccco4)CC3)cc2NC1=O (centres undefined),-23%,-12,-4,0%,2%,-15%,17,-20%,-3%
